# Tat transport = E. coli Tat export inhibitors, primary screen, MC4100, TorA-mCherry reporter, fluorescence, single point. AID 488895, 2010. inhibition, % at 10 µM. 0.036% of 340,000 active;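 active = mean replicate inhibition at least 50% and at least half of replicates individually reaching 50%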;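 also: exported cargo escapes ClpAP degradation while cytoplasmic cargo is degraded and loses fluorescence; 0% = median of neutral control wells and 100% = median of NaSCN control wells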
# Mot1-301 SUMO = yeast Mot1-301 growth rescue at high temperature, primary screen, SUMOylation pathway inhibitor project, S. cerevisiae, ATP luminescence, 38.5C | S. cerevisiae Mot1-301 growth rescue; percent above DMSO median, 100 means doubled | growth rescue, % at 18.8 µM | 1% of 320,000 active | AID 2716, 2010;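 active = every valid replicate shows activation above 250% relative to neutral control wells; inactive = the rest, any valid replicate at or below 250%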;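 also: OY570 slx delta 5 strain wells were the positive control but not used for scaling; some compounds called inactive have numbers as strong as hits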
# MOR-DOR ag = agonists of OPRM1-OPRD1 heterodimerization, primary screen, cell-based, luminescence; 0.3% of 340,000 active; cells; activation, % at 9.3 µM; in the data active = activation above about 18%;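 also: 0% = vehicle-treated cells and 100% = reference agonist; values of inactives mirror those of a sister screen read the other way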
# PKA-R2B act = activators of PKA-R2B holoenzyme, primary screen, biochemical, fluorescence polarization, Cy5-IP20, human; PKA-R2B holoenzyme dissociation; R2B truncated from residue 108, S112A mutant; 0% DMSO only, 100% 113 µM cGMP; AID 504700, 2011; activation, % at 11.4 µM; cAMP-dependent protein kinase catalytic subunit beta (Homo sapiens) + cAMP-dependent …; 0.079% of 340,000 active;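 active = activation above a cutoff set at the mean over all compounds plus 3 SD, cut at about 18% in these data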;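 also: higher means more holoenzyme dissociation and a rise in polarization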
# Target sequence (P31323 whole entry, looked up, other chains not shown, the tested form may be a part): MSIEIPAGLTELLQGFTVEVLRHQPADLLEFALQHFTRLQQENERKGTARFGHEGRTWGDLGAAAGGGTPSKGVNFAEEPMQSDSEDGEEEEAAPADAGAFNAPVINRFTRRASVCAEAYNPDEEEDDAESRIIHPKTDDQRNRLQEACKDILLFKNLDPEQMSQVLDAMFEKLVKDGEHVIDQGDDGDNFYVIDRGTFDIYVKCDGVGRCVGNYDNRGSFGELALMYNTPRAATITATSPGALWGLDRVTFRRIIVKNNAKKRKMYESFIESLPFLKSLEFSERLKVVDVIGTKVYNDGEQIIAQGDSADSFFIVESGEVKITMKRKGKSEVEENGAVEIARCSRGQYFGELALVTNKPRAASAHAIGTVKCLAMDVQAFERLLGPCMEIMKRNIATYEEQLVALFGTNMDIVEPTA
# HTR5A inv ag = HTR5A inverse agonists in luminescence cell assay, primary screen, counter-screen for OPRM1-OPRD1 heterodimer inverse agonist project, full-deck HTS; 5-hydroxytryptamine receptor 5A (Homo sapiens), P47898; HTR5A cell line, inverse agonism; inhibition, % at 9.3 µM; 0.083% of 340,000 active; in the data active = inhibition mostly above about 23%, no sharp cut-off; inactive = mostly below about 18%;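 also: 0% = cells with DMSO and 100% = no-cell wells with DMSO; some compounds called inactive have numbers as strong as hits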
# Target sequence (P47898 whole entry, looked up): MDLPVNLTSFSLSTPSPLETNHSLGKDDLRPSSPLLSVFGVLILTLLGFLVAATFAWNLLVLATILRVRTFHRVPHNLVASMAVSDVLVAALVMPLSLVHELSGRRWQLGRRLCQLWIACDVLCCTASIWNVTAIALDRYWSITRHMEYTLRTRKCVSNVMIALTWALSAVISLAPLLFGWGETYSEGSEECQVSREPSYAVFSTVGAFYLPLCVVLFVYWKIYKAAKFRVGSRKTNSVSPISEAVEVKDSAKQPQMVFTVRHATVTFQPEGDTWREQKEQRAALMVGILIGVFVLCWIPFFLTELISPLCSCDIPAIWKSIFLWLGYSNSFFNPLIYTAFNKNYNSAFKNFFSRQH
# MOR-DOR inv ag = inverse agonists of MOR-DOR heterodimerization, primary screen, cell-based, luminescence; Mu-type opioid receptor (Homo sapiens) + Delta-type opioid receptor (Homo sapiens), …; inhibition, % at 9.3 µM; cell-based MOR-DOR heterodimer luminescence, inverse agonism; 0.21% of 340,000 active; AID 504357, 2011; in the data active = inhibition above about 22%, passing the limit was not always enough;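 also: 0% = cells with DMSO and 100% = wells without cells with DMSO; values of inactives mirror those of a sister screen read the other way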
# PfHsp90 yeast 2 = growth inhibition of PfHsp90-expressing yeast, primary screen, antimalarial PfHsp90 inhibitor project, S. cerevisiae, BacTiter-Glo luminescence, single point, set 2. inhibition, % at 9.4 µM. AID 504621, 2011. 0.32% of 310,000 active. BacTiter-Glo ATP, 48 h; yeast lacking PDR1 and PDR3 efflux regulators;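 active = every replicate shows inhibition above about 80%, whatever the replicate mean, limit read from the data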;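 also: 0% = DMSO neutral controls and 100% = 20 µM radicicol positive controls; yeast relying on Plasmodium falciparum Hsp90 in place of its own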
# AddAB inh = growth inhibition of E. coli expressing H. pylori AddAB, primary screen, AddAB inhibitor project, absorbance. inhibition, % at 11.9 µM. 0.29% of 330,000 active. AID 435030, 2010; in the data active = inhibition above about 12%;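 also: 0% = vehicle wells of infected cells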
# PKA-R1A activ = activators of PKA-R1A holoenzyme, primary screen, biochemical, fluorescence polarization, Cy5-IP20, bovine R1A, mouse PKAc; cAMP-dependent protein kinase type I-alpha regulatory subunit (Bos taurus) + …; PKA-R1A dissociation; scaled: DMSO 0%, 113 µM cGMP 100%; activation, % at 11.4 µM; 0.083% of 340,000 active;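 active = percent activation above the mean of all tested compounds plus 3 SD, cut at about 19% in these data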;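 also: higher means more PKAc released from R1A so a rise in polarization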
# E coli growth = E. coli V3065 growth inhibition, primary screen, counter-screen for AddAB inhibitor project, absorbance, OD600; AID 449728, 2010; 18 h; 0.27% of 330,000 active; inhibition, % at 11.9 µM;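 active = inhibition above the campaign's mean inhibition across all tested compounds plus 3 SD, cut at about 9.9% in these data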;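 also: uninfected addAB+ strain grown without phage in ampicillin broth; 0% = DMSO wells and 100% = ciprofloxacin 0.95 µg/ml wells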
# phage Ecoli inh = growth loss of phage-infected E. coli, primary screen, RecBCD inhibitor project, absorbance, with phage, HTS; inhibition, % at 11.9 µM; 0.26% of 360,000 active; AID 651602, 2012; in the data active = inhibition above about 11%
# The depositor's hits bear a star; i = inactive; · = no result given.
entry	canonical_smiles	Tat transport	Mot1-301 SUMO	MOR-DOR ag	PKA-R2B act	HTR5A inv ag	MOR-DOR inv ag
1	O=C(COC(=O)CCC(=O)c1cccs1)Nc1ccc(F)c(F)c1F	1	-5	-1.2	-12	-16	5
2	O=C(CN1CCOCC1)Nc1c(-c2ccccc2)c2cc(Br)ccc2[nH]c1=O	-11	-1	-1.3	6	12	8
3	COc1ccccc1NC(=O)CSc1nc2[nH]ncc2c(=O)[nH]1	-11	6	0.1	4	21	0
4	O=C(COC(=O)CCc1ccccc1)Nc1cc([N+](=O)[O-])ccc1F	-4	-2	1.0	0	-24	-7
5	O=C(O)c1cc(C(=O)C2CCCCC2)c[nH]1	2	75	-1.4	6	14	8
6	COc1ccc(C(=O)n2nc(C)cc2C)cc1Br	-7	-3	0.4	-8	-5	-2
7	COc1cc(C2N(C)C(=O)c3ccccc3N2C)ccc1O (centres undefined)	0	-8	-4.1	-10	-35	19
8	O=C(NCC(=O)N(c1ccccc1)C(C(=O)NC1CCCCC1)c1ccncc1)c1ccco1 (centres undefined)	-1	-12	-1.2	-4	-7	7
9	CCOC(=O)[C@H]1[C@H]2COc3ccc(Br)cc3[C@@H]2N2C(=O)c3ccc(C)cc3NC(=O)[C@@]12C	-6	14	-2.2	-7	3	12
10	CNC[C@@H]1Oc2ccc(NS(=O)(=O)c3ccc(Cl)cc3)cc2C(=O)N([C@H](C)CO)C[C@@H]1C	0	16	-1.8	1	-16	10

entry	PfHsp90 yeast 2	AddAB inh	PKA-R1A activ	E coli growth	phage Ecoli inh
1	9	3.0	-1	2.2	5.5
2	·	0.3	7	-0.5	3.0
3	-5	2.2	-4	0.3	1.2
4	-10	2.6	0	-2.3	·
5	14	1.4	6	1.1	2.1
6	-18	5.8	-14	-0.2	2.8
7	-2	3.6	-3	2.1	1.2
8	-5	3.2	-4	-1.5	1.7
9	18	6.0	11	-1.7	2.1
10	1	-0.1	5	-4.7	2.9

# Following part.
entry	canonical_smiles	Tat transport	Mot1-301 SUMO	MOR-DOR ag	PKA-R2B act	HTR5A inv ag	MOR-DOR inv ag
11	COC(=O)c1ccc2c(c1)SC1=C(CCCC1=O)N2	3	-5	-0.8	-10	8	4
12	CC(C)(C)c1ccc(OCC(=O)NNC(=O)c2cccnc2)cc1	-9	-14	·	·	·	·
13	COc1ccc(NS(=O)(=O)c2ccc(SC)cc2)cc1	-2	50	0.0	1	-6	0
14	CC(C)C(C)NC(=O)COC(=O)/C=C/c1ccc(S(=O)(=O)N2CCc3ccccc32)cc1 (centres undefined)	-1	-6	-0.9	11	-11	5
15	COc1cccc(-n2c(Cn3nc(C(F)(F)F)cc3C)n[nH]c2=S)c1	1	10	0.8	2	35	-4
16	CNC(=O)C1(CC(C)C)C=CCN1C(C)=O (centres undefined)	-7	113	0.2	7	5	-1
17	CCCN(C(=O)C1=COCCO1)c1c(N)n(Cc2ccccc2)c(=O)[nH]c1=O	3	-10	-1.7	-11	6	11
18	O=C(N/N=C/c1cccnc1)c1cccc(S(=O)(=O)Nc2cccc(Cl)c2)c1	1	-9	1.0	2	1	-4
19	COc1ccc2c(c1)c1nnc(SCC(=O)N3CCCCC3C)nc1n2C (centres undefined)	-4	·	-0.1	6	-14	1
20	COc1ccc(-c2cc(-c3ccccc3)nc(=O)[nH]2)cc1	-2	-5	-2.4	-2	-10	12

entry	PfHsp90 yeast 2	AddAB inh	PKA-R1A activ	E coli growth	phage Ecoli inh
11	·	2.0	-2	1.3	2.4
12	27	2.9	·	-0.6	2.9
13	-1	4.0	-4	0.1	1.7
14	-7	1.6	-3	0.4	4.7
15	3	3.7	-2	0.5	1.3
16	14	4.6	9	0.5	1.8
17	·	0.7	4	-0.6	0.2
18	-1	0.5	-7	1.4	-2.8
19	-4	·	5	·	0.5
20	18	2.3	-11	-2.6	0.1

# Pulled by compound from the entries so far:
entry	canonical_smiles	Tat transport	Mot1-301 SUMO	MOR-DOR ag	PKA-R2B act	HTR5A inv ag	MOR-DOR inv ag
13	COc1ccc(NS(=O)(=O)c2ccc(SC)cc2)cc1	-2	50	0.0	1	-6	0
5	O=C(O)c1cc(C(=O)C2CCCCC2)c[nH]1	2	75	-1.4	6	14	8
12	CC(C)(C)c1ccc(OCC(=O)NNC(=O)c2cccnc2)cc1	-9	-14	·	·	·	·

entry	PfHsp90 yeast 2	AddAB inh	PKA-R1A activ	E coli growth	phage Ecoli inh
13	-1	4.0	-4	0.1	1.7
5	14	1.4	6	1.1	2.1
12	27	2.9	·	-0.6	2.9

# Continued:
entry	canonical_smiles	Tat transport	Mot1-301 SUMO	MOR-DOR ag	PKA-R2B act	HTR5A inv ag	MOR-DOR inv ag
21	O=C(CCCOc1ccccc1)Nc1ccc2c(c1)OCCO2	1	2	-2.3	-9	-3	14
22	CCN(C(=O)COC(=O)/C=C/c1ccc(O)c(OC)c1)C1CCS(=O)(=O)C1 (centres undefined)	-2	6	-2.0	-6	13	10
23	CC1CCN(C(=O)c2[nH]cnc2C(=O)Nc2nccs2)CC1	-6	434	-2.5	-5	-14	14
24	CCN(CCCNC(=O)CCn1c(=O)[nH]c2ccccc2c1=O)c1cccc(C)c1	2	-19	-1.0	-2	-5	6
25	CCOCC(=O)Nc1nc2ccc(OC)cc2s1	2	0	2.3	-5	2	-9
26	Cc1nc2ccccc2c(=O)n1NC(=O)/C=C/c1ccc(Br)cc1	-2	26	3.9	-11	-12	-29
27	Cc1ccc(NC2SC(=O)N(CC(=O)O)C2=O)cc1 (centres undefined)	4	5	-0.4	0	-6	2
28	O=C(NCCN1CCCC1)c1ccc(Cn2c(=S)[nH]c3cc4c(cc3c2=O)OCO4)cc1	-17	·	-2.2	7	-12	11
29	O=C(COc1ccc(-n2cnnn2)cc1)Nc1cccc(Cl)c1Cl	4	10	-0.1	-11	12	1
30	O=C(Nc1ccncc1)c1cc(S(=O)(=O)N2CCCC2)ccc1Cl	-3	-6	-2.9	-7	-29	11

entry	PfHsp90 yeast 2	AddAB inh	PKA-R1A activ	E coli growth	phage Ecoli inh
21	-1	1.3	-8	-3.5	3.6
22	-36	5.1	-7	-0.7	0.1
23	25	-0.7	-1	0.3	3.4
24	·	-0.9	-18	-1.6	1.7
25	-11	4.0	-6	2.9	1.1
26	18	6.1	-2	-0.4	6.5
27	·	1.0	-6	-2.5	2.0
28	-2	0.2	2	-0.8	2.5
29	2	-0.3	-6	-0.8	2.1
30	2	0.0	-7	-2.6	2.7

# Later entries
entry	canonical_smiles	Tat transport	Mot1-301 SUMO	MOR-DOR ag	PKA-R2B act	HTR5A inv ag	MOR-DOR inv ag
31	CCc1ccc(OCC(=O)N2CC(C(=O)OC)Oc3ccccc32)cc1 (centres undefined)	2	-7	-3.3	-11	5	15
32	COc1ccc(CCn2c(=N)c(C(=O)NCCN3CCOCC3)cc3c(=O)n4cccc(C)c4nc32)cc1OC	-6	4	-2.9	-10	-13	15
33	O=C(NCCN1CCN(c2ccccc2)CC1)c1cccc(Br)c1	8	-6	2.7	4	-12	-15
34	COc1ccccc1CCC(=O)OC(C)C(=O)Nc1c(C)n(C)n(-c2ccccc2)c1=O (centres undefined)	6	5	-1.1	-1	-21	7
35	COc1ccc(C(CC(=O)c2ccc(O)cc2)S(=O)(=O)c2ccc(C)cc2)cc1 (centres undefined)	11	-12	-5.4	-9	5	25
36	COc1ccc(Cc2n[nH]c(=S)n(N)c2=O)cc1	3	-14	-3.0	-10	15	15
37	Cc1c(Cl)cccc1NC(=O)C1CCCN(S(C)(=O)=O)C1 (centres undefined)	0	1	-2.3	5	2	11
38	CCn1c(=O)cc(N2CCN(C(=O)c3ccco3)CC2)[nH]c1=O	5	-3	-2.5	3	-7	14
39	CC(C)C(=O)C1=Cc2cc([N+](=O)[O-])ccc2OC1N1CCOCC1 (centres undefined)	2	i	-3.8	-9	-3	19
40	Cc1onc(-c2ccccc2)c1C(=O)N/N=C/c1ccco1	-1	-22	-3.0	-7	4	15

entry	PfHsp90 yeast 2	AddAB inh	PKA-R1A activ	E coli growth	phage Ecoli inh
31	17	2.7	1	0.0	0.9
32	-19	-0.1	-15	-1.6	2.0
33	13	2.5	-3	0.8	3.1
34	2	-1.0	13	-0.2	1.9
35	-11	0.2	-19	-4.1	2.0
36	-12	-0.3	0	0.3	1.8
37	0	·	16	·	0.7
38	10	2.1	-2	1.3	0.5
39	11	·	-8	·	2.2
40	3	-0.1	-15	-0.2	1.9

# Next part:
entry	canonical_smiles	Tat transport	Mot1-301 SUMO	MOR-DOR ag	PKA-R2B act	HTR5A inv ag	MOR-DOR inv ag
41	Cc1cc(Nc2ccccc2)nn1C(=O)c1ccccc1	-9	-3	-0.1	-1	27	1
42	O=C(COCC(=O)N1CCOCC1)N1CCOCC1	3	187	-3.8	4	1	18
43	COc1ccc(C(=O)NN)cc1	10	-19	0.3	6	-12	-1
44	Cc1cccc(Oc2nc3ccccn3c(=O)c2/C=C(\C#N)C(=O)NC2CCS(=O)(=O)C2)c1 (centres undefined)	-5	-11	-1.4	10	-2	8
45	COC(=O)C1CCN(C(=O)c2ccc(SC)cc2OC)CC1	-9	10	-1.6	4	11	8
46	COc1cc(/C=C2/C(=O)CNC2=O)ccc1O	2	3	-5.3	2	15	27
47	CCCCOc1ccc(Cc2c(Cl)nc(SC)nc2N2CCOCC2)cc1	3	-7	1.8	12	-16	-10
48	O=C1C2CCCN2C(=O)N1CCCN1CCN(c2cccc(Cl)c2)CC1 (centres undefined)	8	-5	1.2	-8	-10	-7
49	C1CCC(CNc2c3c(nc4nnnn24)CCCC3)CC1	-4	4	-2.2	-10	0	12
50	Cc1ccc(S(=O)(=O)N2CC(=O)NC(=O)C2)cc1	-3	488	-1.7	3	13	11

entry	PfHsp90 yeast 2	AddAB inh	PKA-R1A activ	E coli growth	phage Ecoli inh
41	-17	2.3	-14	1.6	1.2
42	1	5.4	5	-1.6	2.7
43	-29	4.5	3	0.9	2.4
44	-11	2.7	5	1.9	3.8
45	·	-1.6	-3	-2.7	1.9
46	8	1.8	1	-3.5	2.9
47	0	0.6	-4	-3.1	4.0
48	10	1.8	9	0.7	2.3
49	-1	0.2	-1	-0.6	1.4
50	33	4.5	0	2.1	1.9

# Assay outcomes deposited in PubChem BioAssay by several laboratories.
